M17LAP inhibition = P. falciparum M17LAP inhibitors, primary screen, biochemical, fluorogenic H-Leu-NHMec substrate, 1536-well (AID 1619). inhibition, % at 30 µM; hits with a dose series show IC50 in µM. recombinant M17LAP, H-Leu-NHMec fluorogenic kinetic assay; higher % means a stronger effect. 220,000 tested, 0.38% active;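 active = compound inhibiting the enzyme by more than half at any dose during confirmatory dose-response retesting; inconclusive = strong single-dose inhibitors picked by rank but not retested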;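 note: plate controls were full reaction with DMSO carrier for no effect and no enzyme background for full effect; strong numbers were not always called active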
Yfh1-off respiration = mitochondrial function rescue without frataxin homolog – Friedreich's ataxia, plus single-dose screen, dose response (AID 1465) | S. cerevisiae Yfh1-off respiration, WST-1 reduction, 72 h; higher fold induction means a stronger effect | one-dose fold induction at 50 µM; EC50 in µM for titrated hits | 220,000 tested, 0.074% active;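 active = fold induction of absorbance versus untreated yeast above a set limit, then at least 30% activation at any dose in follow-up; inconclusive = repeats straddling the limit, or above it without dose testing; inactive = fold induction below the set limit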;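 note: activators that raise dye reduction in frataxin-depleted yeast; strong numbers were not always called active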
Autophagy HCS = autophagy modulation, high-content screen. 190,000 tested, 0.98% active. AID 463193. calls only at 10 µM (by protocol). MEF GFP-LC3 puncta imaging; test concentration mostly 10 µM;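 active = percentage of spot-positive cells more than 3 SD above its plate mean, without a fluorescence outlier flag or 80% toxicity; inconclusive = no clear call, values can overlap the other calls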;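 note: spot-positive cell cutoff set from DMSO-treated cells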
MT stabilizer = stabilizes microtubules in HeLa cells; HeLa tubulin immunostaining HCS, 24 h; share of cells brighter than vehicle mean+2SD; % tubulin-high responders, % at 10 µM; 200,000 tested, 0.83% active;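 active = plate Z-score above 3 for both tubulin-high and condensed-nucleus cell shares, with cell loss under 80%, at 10 µM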;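 note: anti alpha tubulin signal scored within the nucleus-defined area of each cell; some results filed as inactive read as strong as hits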
Dynein cargo inh = dynein cargo transport inhibition. 3617.4 mouse cells, GR-EGFP nuclear translocation imaging; test concentration mostly 20 µM; stimulated with dexamethasone, 1 µM; hits give low values. z-score, hits read low. 220,000 tested, 0.47% active;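 active = plate z-score of nuclear minus cytoplasmic receptor signal below a set negative limit, without overly bright fluorescence or cell loss, cut at about -3.5 in these data, passing the limit was not always enough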;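 note: z-score of nuclear minus cytoplasmic ring GR-EGFP intensity difference per well; some compounds called inactive have numbers as strong as hits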
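Buffer or medium: tet-free, stripped-serum medium; Also added: dexamethasone, 1.0 µM final; Technique: high-content fluorescence imaging after fixation; Times: 48 h induction, 1 h compound, 30 min dex at 37 °C; Read-out: per-cell GR-EGFP intensity, nucleus versus surrounding cytoplasmic ring, well-averaged.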
ER stress rescue = protection against thapsigargin-triggered cell killing – 384-well, CSM14.1, ATP luminescence, primary screen (AID 1222). CSM14.1 thapsigargin-induced death rescue, ATP luminescence; higher % means a stronger effect. cellular ATP content (survival), % at 20 µM, or EC50 in µM where a hit was titrated. 190,000 tested, under 10 active;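 active = EC50 below 50 µM in the dose-response confirmation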;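 note: death triggered by thapsigargin at about 15 µM added after 2 h compound pretreatment; cell ATP read after overnight thapsigargin exposure of roughly 18 to 22 hours; normalized against plate controls of thapsigargin alone and 5% DMSO vehicle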
Lipid droplet = modulators of hepatic lipid droplet formation; AML12 mouse hepatocytes, oleate lipid droplets, BODIPY imaging; inhibition, % at 6.5 µM; 240,000 tested, 0.4% active;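 active = lipid droplet intensity inhibited by at least 50%, with more than 500 cells counted; inconclusive = wells with under 300 cells, treated as cytotoxic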
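Material: mouse AML12 hepatocyte cell line, fixed after treatment; Timing: compound with oleate, overnight; Technique: high-content imaging of BODIPY-stained droplets and DAPI nuclei; Probe or stimulus: oleate, 100 µM final; Dosing: compound at 6.5 µM only.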
Ins promoter up = MIN6 insulin promoter up-regulation. z-score at 5 µM. 190,000 tested, 0.3% active. MIN6 insulin promoter-GFP reporter, high-content imaging; hits give high values;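 active = z-score above 3 at 5 µM with at least 500 cells counted in the well; inconclusive = wells under 500 cells, flagged as cytotoxic or low count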
M1AAP inhibition = P. falciparum M1AAP inhibitors, biochemical, fluorogenic H-Leu-NHMec substrate, 1536-well (AID 1445) | inhibition, % at 30 µM, or IC50 in µM where a hit was titrated | 220,000 tested, 0.42% active | recombinant M1AAP, H-Leu-NHMec fluorogenic kinetic assay; higher % means a stronger effect;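 active = primary inhibition above the hit cutoff, then over 50% inhibition at one or more dose response concentrations, cut at about 23% in these data, passing the limit was not always enough; inconclusive = conflicting primary data, or primary hits not chosen for dose response; inactive = low primary inhibition, or under 50% at every dose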;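 note: plate controls were DMSO full reaction for no effect and no enzyme background for full effect; strong numbers were not always called active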
Dynein cargo inh cytoplasmic EGFP = recorded beside Dynein cargo inh, whose call it bears; z-score; measured here: cytoplasmic GR-EGFP intensity; hits give high values
Dynein cargo inh nuclear GR-EGFP = second read-out of Dynein cargo inh, no call of its own (marks repeat the call); z-score; measured here: nuclear GR-EGFP intensity;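 lower value marks the stronger effect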
Dynein cargo inh cell count = second read-out of Dynein cargo inh, no call of its own (marks repeat the call); z-score; measured here: cell count per field
Ins promoter up cell count = second read-out of Ins promoter up, no call of its own (marks repeat the call); cell count; measured here: cytotoxicity, nuclei count;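 total cells summed across four imaged fields per well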
Lipid droplet cells 6.5 µM = second read-out of Lipid droplet, no call of its own (marks repeat the call); cell count; measured here: cell count, cytotoxicity flag;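 cells counted across two imaged fields per well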
MT stabilizer Hoechst-high % = second read-out of MT stabilizer, no call of its own (marks repeat the call); % Hoechst-high responders; measured here: nuclear condensation Hoechst responders;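 share of cells brighter than vehicle mean plus two SD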
MT stabilizer cytotoxicity % = also measured in MT stabilizer; calls as there; toxicity, %; measured here: cytotoxicity by cell density;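 0% = mean cell density of plate MIN control wells and 100% = no cells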
Autophagy HCS cell loss 18 h = further read-out of Autophagy HCS, marked with its call; toxicity, %; measured here: cell loss, nuclei count;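 cell loss after 18 h compound exposure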
An asterisk follows results filed as active; i = inactive; ? = inconclusive; · = no result given.

SMILES | M17LAP inhibition | Yfh1-off respiration | Autophagy HCS | Autophagy HCS cell loss 18 h | MT stabilizer | MT stabilizer Hoechst-high % | MT stabilizer cytotoxicity % | Dynein cargo inh | Dynein cargo inh cytoplasmic EGFP | Dynein cargo inh nuclear GR-EGFP | Dynein cargo inh cell count | ER stress rescue | Lipid droplet | Lipid droplet cells 6.5 µM | Ins promoter up | Ins promoter up cell count | M1AAP inhibition
CCc1ccc(C(=O)NC(=S)Nc2ccc3c(c2)OCCO3)cc1 | 0% | i | i | -1 | 5.2 | 1.8 | 7.6 | 0.16 | -0.22 | 0.12 | -0.29 | -2.8% | -28 | 612 | -0.04 | 1538 | 10%
Cc1ccc(C(=O)NNC(=S)NC(=O)c2ccco2)cc1 | -7% | i | i | 5 | 7.6 | 2.1 | 11 | -0.31 | -0.25 | -0.2 | -0.25 | 5.7% | -5 | 663 | 0.45 | 1473 | -9%
C=CCN(CC=C)C(=S)NCCc1ccc(OC)c(OC)c1 | 7% | i | i | 6 | 3.0 | 3.3 | 12 | -0.23 | -0.26 | -0.29 | 0.17 | 0.6% | -14 | 580 | 0.01 | 1397 | 11%
Cc1cccc(NC(=O)CSc2nc3nc4c(cc3c(=O)n2-c2ccccc2)CCCC4)c1 | 1% | i | i | 6 | 2.3 | 2.6 | 12 | -0.2 | -0.22 | 0.06 | 1.1 | 4.9% | -6 | 665 | -0.15 | 1387 | 5%
CCCCN(C)C1CCN(C(=S)Nc2ccc(OC)cc2)CC1 | 3% | i | i | 16 | 1.3 | 1.1 | 1.6 | 0.51 | -0.032 | 0.66 | -1.8 | -8.8% | 6 | 699 | -0.16 | 1300 | 0%
Cn1cc(CCNCc2cn[nH]c2-c2ccc(-c3ccccc3)cc2)cn1 | 5% | i | · | · | · | · | · | 0.024 | -0.2 | -0.005 | 0.27 | · | 13 | 689 | -0.12 | 1047 | 0%
CC1CCN(C(=S)c2ccc(-c3ccc(Cl)cc3Cl)o2)CC1 | 11% | i | i | -16 | 2.6 | 5.1 | 9.3 | -0.16 | -0.33 | -0.31 | 0.76 | -0.7% | 36 | 571 | -0.15 | 1265 | 8%
C/C(=N\Nc1ccc(C(=O)O)cc1)c1ccc2c(c1)Nc1ccccc1S2 | -5% | i | · | · | · | · | · | -0.78 | -0.28 | -0.78 | 0.56 | · | -15 | 698 | -1.1 | 1295 | 13%
Cc1ccc(-c2c(C)c(-c3ccc(F)cc3)nc(N)c2C#N)o1 | 30% | i | i | -7 | 4.3 | 3.6 | 8.2 | 3 | 0.91 | 1.5 | -1.4 | -0.6% | · | · | -0.67 | 853 | 10%
O=S(=O)(N/N=C\C=C\c1ccccc1)c1ccccc1 | · | i | i | 4 | 0.9 | 1.0 | 6.0 | -0.23 | 0.34 | 0.094 | -0.45 | · | · | · | · | · | ·
CCOC(=O)C(=O)NC12CC3CC(CC(C3)C1)C2 | 8% | i | i | -51 | 2.1 | 1.8 | 2.4 | -0.051 | -0.33 | -0.3 | 0.03 | -0.3% | 0 | 731 | -0.36 | 1307 | -3%
O=C1CC(c2cc(F)ccc2F)c2cc3c(cc2N1)CCC3 (centres undefined) | · | i | i | 46 | 14* | 25* | 62* | 2.4 | -0.064 | 2 | -1.4 | -0.5% | -7 | 675 | 2.1 | 979 | ·
COc1ccccc1CCNC(=O)CSc1nnc2ccc(-c3cccnc3)nn12 | 14% | i | i | -2 | 2.8 | 1.1 | 5.4 | -0.19 | -0.37 | -0.41 | 0.64 | · | -4 | 724 | · | · | 7%
C/C(CC(=O)Nc1cccnc1)=N\NC(=O)C(=O)NC(C)C | 10% | i | · | · | · | · | · | 0.0018 | -0.19 | 0.13 | -0.33 | · | 13 | 673 | 0.25 | 989 | 14%
Cc1cc(=O)[nH]c(SCCCOc2ccc(F)cc2)n1 | 2% | i | i | -1 | 1.6 | 1.2 | 4.4 | -0.33 | -0.094 | -0.18 | 0.38 | -2.2% | 7 | 761 | 0.15 | 896 | 1%
O=C(O)c1cccnc1SC1CC(=O)N(c2ccc(OC(F)F)cc2)C1=O (centres undefined) | 4% | i | · | · | · | · | · | 3.5 | -0.076 | 2.7 | -2.8 | · | -1 | 722 | -0.23 | 953 | -2%
CCc1ccc(C(=O)NC2CCCCC2)s1 | 3% | i | i | -3 | 4.6 | 2.1 | 8.2 | -1.8 | -0.18 | -0.66 | 0.93 | -3.4% | · | · | -0.77 | 1119 | -2%
O=C(CN1CCN(C(c2ccccc2)c2ccccc2)CC1)Nc1ccc(N2CCOCC2)cc1 | 2% | i | i | -9 | 2.9 | 1.8 | 8.8 | -0.3 | -0.34 | -0.45 | -0.029 | 0.8% | 26 | 704 | -0.33 | 1276 | 7%
CC(C)CC(=O)NC1(C(F)(F)F)C(=O)N(CC(C)C)C2=C1C(=O)CC(C)(C)C2 (centres undefined) | -2% | i | i | -12 | 5.8 | 1.8 | 5.1 | 1.7 | 0.3 | 0.66 | -0.91 | 0.8% | 0 | 675 | ? | · | -1%
c1ccc2c(-c3c[nH]c4ccccc34)c3ccccc3nc2c1 | -4% | · | i | 5 | 28 | 7.6 | 57 | -0.63 | -0.17 | -0.71 | 1.3 | -1.6% | · | · | -0.22 | 1373 | 1%
COC(=O)c1ccc(Nc2c([N+](=O)[O-])c(=O)oc3ccccc23)cc1 | 2% | i | · | · | · | · | · | -0.23 | -0.1 | -0.49 | 0.34 | · | 2 | 673 | -0.36 | 974 | 11%
O=C(Cc1ccc(Cl)cc1)Nc1ccc(CN2CCCCC2)cc1 | -3% | i | · | · | · | · | · | -1.2 | -0.28 | -0.79 | 1.6 | · | · | · | -0.94 | 1378 | 7%
CC(C)(C)N=C1C([N+](=O)[O-])=CC=C2C1=NC1(CCCCC1)N2O | 7% | i | i | 12 | 1.2 | 1.5 | 13 | 0.44 | -0.2 | 0.34 | -1.2 | 2.6% | -1 | 601 | 0 | 1260 | 0%
CCOC(=O)N1CCC(NC(=O)CCN2C(=O)C3C4C=CC(C4)C3C2=O)CC1 (centres undefined) | 1% | i | i | -12 | 4.1 | 2.8 | 4.2 | 0.075 | -0.25 | 0.19 | 0.49 | -1.0% | 7 | 737 | -0.5 | 1210 | 7%
CCSCc1nnc(SCC(=O)Nc2cccc(SC)c2)n1C | 21% | i | i | -8 | 4.7 | 3.1 | 3.5 | 0.095 | -0.25 | -0.053 | -0.13 | -2.5% | -14 | 559 | 2 | 1820 | 1%
The results go on:
SMILES | M17LAP inhibition | Yfh1-off respiration | Autophagy HCS | Autophagy HCS cell loss 18 h | MT stabilizer | MT stabilizer Hoechst-high % | MT stabilizer cytotoxicity % | Dynein cargo inh | Dynein cargo inh cytoplasmic EGFP | Dynein cargo inh nuclear GR-EGFP | Dynein cargo inh cell count | ER stress rescue | Lipid droplet | Lipid droplet cells 6.5 µM | Ins promoter up | Ins promoter up cell count | M1AAP inhibition
COc1cc(NC(=O)c2ccco2)c(OC)cc1NC(=O)Nc1cccc(Cl)c1 | 3% | i | i | -5 | 5.6 | 14 | 15 | -0.16 | -0.17 | 0.098 | -0.14 | -1.1% | · | · | -1.5 | 1333 | 13%
Cc1csc(Nc2ccc(Cl)cc2)[n+]1-c1ccc(Cl)cc1 | 3% | i | i | 13 | 8.0 | 1.3 | 28 | 0.71 | -0.32 | 0.53 | 0.21 | 0.6% | 6 | 645 | 0.32 | 1156 | 1%
COCCn1c(SCC(=O)OC(C)C)nnc1-c1ccccc1 | -5% | i | i | -5 | 2.9 | 1.6 | 5.1 | -0.46 | -0.19 | 0.053 | 0.19 | -1.9% | · | · | 0.38 | 1142 | 6%
Cn1nc(-c2ccccc2)c(C(=O)NCC(=O)O)c1Cl | 9% | i | i | -9 | 2.1 | 2.5 | 9.2 | 0.53 | -0.17 | 0.2 | -0.39 | · | -2 | 682 | 0.2 | 1170 | 4%
COc1ccc(C2N3CC4(C)CN2CC(C)(C3)C4=O)cc1OC (centres undefined) | 2% | i | i | 6 | 3.0 | 3.8 | 2.4 | 0.69 | -0.11 | 0.65 | -0.59 | -2.2% | · | · | 0.33 | 1006 | 1%
CCCN1C2CCCC1CC(NC(=O)c1ccccc1F)C2 (centres undefined) | -2% | i | i | 2 | 2.9 | 1.1 | 0.2 | 0.84 | -0.22 | 0.92 | -0.4 | -0.4% | 18 | 626 | 0.79 | 1848 | 0%
Cc1cnc(NC(=O)C2CCCO2)s1 (centres undefined) | 1% | i | i | -2 | 1.4 | 0.4 | 17 | 1.5 | -0.19 | 0.93 | -0.32 | · | -12 | 648 | -0.1 | 1242 | -2%
Cc1c(C(=O)c2ccc(F)cc2)c2ccccn2c1CCc1ccccn1 | 3% | i | i | 29 | 4.9 | 2.5 | 9.1 | 1.2 | -0.22 | 0.92 | -1.6 | 1.8% | 12 | 640 | 0.1 | 1188 | 12%
COC(=O)N=Nc1c(O)n(Cc2ccccc2)c2ccccc12 | -1% | i | · | · | · | · | · | 2.2 | -0.19 | 1.7 | -1.4 | · | -30 | 726 | · | · | -3%

High-throughput results as filed in PubChem BioAssay.
